Screening results from PubChem BioAssay.
proCasp7 act = counter-screen for procaspase-3 activators: activators of human procaspase-7; P55210; recombinant procaspase-7, Ac-DEVD-pNA absorbance 405 nm; D23A/D198A/D206A triple mutant, cannot self-cleave; scale: DMSO 0, 5 µM enzyme 100; activation, % at 8.5 µM; 330,000 tested, 0.093% active; AID 463210;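 active means percent activation above the screen-wide mean plus 3 SD, cut at about 25% in these data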
Target sequence (P55210 whole entry D23A/D198A/D206A): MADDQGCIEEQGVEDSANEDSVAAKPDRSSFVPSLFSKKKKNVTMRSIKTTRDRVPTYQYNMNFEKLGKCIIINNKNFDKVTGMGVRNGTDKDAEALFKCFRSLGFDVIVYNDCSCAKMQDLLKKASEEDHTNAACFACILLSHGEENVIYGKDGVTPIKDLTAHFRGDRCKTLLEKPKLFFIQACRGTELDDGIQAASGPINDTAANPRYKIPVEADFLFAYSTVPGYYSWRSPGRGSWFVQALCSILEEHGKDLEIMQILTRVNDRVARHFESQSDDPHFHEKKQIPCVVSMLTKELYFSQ
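System: Uncleavable procaspase-7 mutant enzyme; Amount: 2 µM procaspase-7 mutant as dispensed; Schedule: 1 h compound preincubation, 2 h substrate cleavage, 25 °C; Measured by: 405 nm absorbance of p-nitroaniline; Evaluation: percent activation from buffer-corrected 0–120 min absorbance change; Control set: low DMSO alone, high DMSO plus 5 µM PC-7.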
RPL19A-GFP yeast = yeast TOR pathway RPL19A-GFP modulation; S. cerevisiae RPL19A-GFP strain, flow cytometry, 3 h; stronger effect = lower value; percent response vs DMSO, % at 10 µM; 330,000 tested, 0.3% active; AID 2025;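 active means percent response vs DMSO below 50%; inconclusive means fewer than 70 events counted for the yeast strain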;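 further: median channel GFP fluorescence of the barcoded RPL19A-GFP strain; ratio of sample median GFP to plate DMSO average so 100% = DMSO; lower means less RPL19A-GFP as with rapamycin TOR inhibition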
AHR activator = activators of human aryl hydrocarbon receptor; P35869; AHR-responsive luciferase reporter cells, luminescence; activation, % at 5 µM; 320,000 tested, 2.5% active; AID 2796; in the data active means activation above about 47%;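 further: 0% = vehicle wells and 100% = reference agonist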
AGP1 TOR yeast = yeast TOR pathway AGP1-GFP modulation; S. cerevisiae AGP1-GFP multiplex flow cytometry, 3 h; GFP as percent of DMSO wells; AID 2066; 320,000 tested, 0.02% active; GFP response vs DMSO, % at 10 µM;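 active means GFP response relative to DMSO above a set limit, near screen average plus 3 SD, cut at about 150% in these data; inconclusive means fewer than 70 cells counted for the yeast strain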;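 further: median GFP channel fluorescence of the gated AGP1 strain per well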
MEP2 TOR yeast = alters MEP2-GFP fluorescence in TOR pathway yeast screen. 330,000 tested, 0.51% active. S. cerevisiae MEP2-GFP strain, flow cytometry GFP, 3 h; 100% = DMSO control level. GFP response vs DMSO, % at 10 µM. AID 2016;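 active means GFP response versus DMSO above a set limit, roughly screen mean plus 3 SD, cut at about 180% in these data; inconclusive means fewer than 70 cells counted for a yeast strain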;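 further: median GFP fluorescence of the barcode-gated MEP2-GFP cells per well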
CIT2 TOR yeast = yeast TOR pathway CIT2-GFP modulation | GFP response vs DMSO, % at 10 µM | S. cerevisiae CIT2-GFP strain, flow cytometry, 3 h; 100 means same as DMSO wells | 320,000 tested, 0.065% active;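 active means GFP response relative to DMSO above a set limit, near the screen mean plus 3 SD, cut at about 150% in these data; inconclusive means Fewer than 70 cells measured for a yeast strain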;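 further: ratio of well median GFP fluorescence to mean of DMSO wells on the plate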
LAP4 TOR yeast = yeast TOR pathway LAP4-GFP modulation; S. cerevisiae LAP4-GFP multiplex, flow cytometry GFP, 3 h; median GFP as percent of DMSO wells; GFP response vs DMSO, % at 10 µM; 320,000 tested, 0.34% active;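 active means GFP response vs DMSO above a set limit, about the screen mean plus 3 SD, cut at about 150% in these data; inconclusive means under 70 cell events counted for the yeast strain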
proCasp3 act = activators of human procaspase-3. activation, % at 8.5 µM. recombinant procaspase-3 D3A, Ac-DEVD-pNA absorbance 405 nm. 330,000 tested, 0.11% active. P42574. AID 463141;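 active means activation above the mean of all tested compounds plus 3 SD, cut at about 21% in these data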;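 further: 0% = DMSO alone and 100% = DMSO wells spiked with extra 5 µM PC-3 D3A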
Target sequence (P42574 whole entry D9A/D28A/D175A): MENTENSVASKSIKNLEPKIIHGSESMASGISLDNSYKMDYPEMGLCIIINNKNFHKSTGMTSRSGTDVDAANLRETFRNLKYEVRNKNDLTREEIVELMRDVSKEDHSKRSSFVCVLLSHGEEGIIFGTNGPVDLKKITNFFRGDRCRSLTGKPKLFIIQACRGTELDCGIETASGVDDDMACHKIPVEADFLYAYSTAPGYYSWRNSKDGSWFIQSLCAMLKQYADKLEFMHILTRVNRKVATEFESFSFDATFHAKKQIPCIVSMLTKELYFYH
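Test system: Procaspase-3 D3A mutant, all three cleavage aspartates alanine | Dosing: Single dose, 8.5 µM nominal compound, 0.8% DMSO | Schedule: 1 h preincubation, 2 h reaction | Technique: 405 nm absorbance of p-nitroaniline, reads at 0 and 120 min | Repeats: One well per compound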
The depositor's hits bear a star; ? = inconclusive; / = no result given; [ ] = dose if it differs, or a comment.

1	COc1cc(/C=N/NC(=O)c2ccccn2)ccc1OC(=O)c1ccccc1Br
2	CC1CCCC(C)N1CCCNC(=O)Cn1cc2c(n1)CCCC2 (configuration not stated)
3	CCCc1cc(=O)oc2cc(C)cc(OCC(=O)NCCN3CCOCC3)c12
4	Cc1ccc(C)c(S(=O)(=O)N2CCCOC2CNC(=O)C(=O)NCCc2ccccc2)c1 (configuration not stated)
5	CCN(CC)Cc1c(O)ccc2occ(C(=O)c3ccccc3)c12
6	CCCN1C(=O)/C(=c2\s/c(=C3\C=Cc4ccccc4N3CC)c(=O)n2-c2ccccc2)SC1=S
7	O=C1c2ccccc2CN1c1ccccc1
8	CCOC(=O)c1ccccc1NC(=O)c1cn(-c2ccc(OC)cc2)c(=O)c2ccccc12

| entry no. | 1 | 2 | 3 | 4 | 5 | 6 | 7 | 8 |
| --- | --- | --- | --- | --- | --- | --- | --- | --- |
| proCasp7 act | 7 | 7 | 10 | 2 | -5 | -5 | -13 | 1 |
| RPL19A-GFP yeast | 98 | 102 | 101 | 101 | 101 | 101 | 107 | 85 |
| AHR activator | 13 | -1 | 1 | 3 | 1 | 30 | -6 | 2 |
| AGP1 TOR yeast | ? | 103 | 96 | 93 | 100 | 101 | 104 | 92 |
| MEP2 TOR yeast | 99 | 113 | 97 | 104 | 104 | 111 | 108 | 96 |
| CIT2 TOR yeast | 95 | 98 | 100 | 95 | 104 | 93 | 102 | 84 |
| LAP4 TOR yeast | 95 | 100 | 96 | 97 | 92 | 102 | 91 | 92 |
| proCasp3 act | 2 | 0 | 4 | 4 | 0 | -10 | -1 | -1 |

9	CC(OC(=O)c1cc2sccc2n1C)C(=O)NCCc1ccccc1 (configuration not stated)
10	FC(F)(Cl)c1nnc2ccc(Cl)nn12
11	CC(C)NC(=O)c1cc2c(s1)CCCC2
12	Cc1nc2ccccn2c1C(=O)NNC(=O)Nc1cccc(C(F)(F)F)c1
13	C/C(=N\NC(=S)NC(C)C)c1ccco1
14	O=C(c1ccc2c(c1)OCO2)N1CCC(Cc2ccccc2)CC1
15	CCc1ccccc1NC(=O)CCOc1ccccc1
16	S=C(Nc1ccc(Br)cc1)N1CCN(c2ccccn2)CC1

| entry no. | 9 | 10 | 11 | 12 | 13 | 14 | 15 | 16 |
| --- | --- | --- | --- | --- | --- | --- | --- | --- |
| proCasp7 act | 6 | 8 | 2 | -7 | 6 | 3 | 3 | 1 |
| RPL19A-GFP yeast | 94 | 103 | 92 | 104 | 100 | 26*[may fluoresce violet] | 96 | 105 |
| AHR activator | 0 | 0 | 1 | 7 | 3 | -3 | 2 | 1 |
| AGP1 TOR yeast | 92 | 102 | 88 | 84 | 98 | ? | 95 | 94 |
| MEP2 TOR yeast | 91 | 112 | 95 | 94 | 103 | 273*[may fluoresce violet] | 105 | 105 |
| CIT2 TOR yeast | 91 | 108 | 80 | 86 | 95 | ? | 92 | 94 |
| LAP4 TOR yeast | 91 | 89 | 91 | 86 | 103 | 112[may fluoresce violet] | 111 | 97 |
| proCasp3 act | 6 | 0 | 0 | -5 | -3 | 3 | 7 | 0 |

17	O=C(CCCc1ccccc1)Nc1cccnc1
18	CSc1nc(NNC=O)cc(Oc2ccc(NC(C)=O)cc2)n1
19	Cc1[nH]c(=O)[nH]c(=O)c1CSc1nnc(CCCCCNC(=O)OC(C)(C)C)o1
20	CC1CCC2=NN(C(=O)c3ccco3)C(O)(C(F)(F)F)C2C1 (configuration not stated)
21	Cc1ccc(NC(=O)CN2C(=O)NC(C)(c3ccc(Cl)cc3)C2=O)cc1 (configuration not stated)
22	C/C(=N/Nc1nc(-c2ccccc2)cc(-c2ccc(F)cc2)n1)c1cccc(N)c1
23	O=C(Nc1ccccc1)N1CCCN(c2c(Cl)cncc2Cl)CC1
24	CC(=O)OC[C@]12CC[C@H]3[C@@](C)(CC[C@H]4C(C)(C)CCC[C@]34C)[C@@H]1C[C@H](C1=CC(=O)O[C@H]1OC(C)=O)O2

| entry no. | 17 | 18 | 19 | 20 | 21 | 22 | 23 | 24 |
| --- | --- | --- | --- | --- | --- | --- | --- | --- |
| proCasp7 act | 2 | 1 | 6 | 4 | 7 | 6 | 2 | -13 |
| RPL19A-GFP yeast | 98 | 102 | 99 | 95 | 101 | 99 | 92 | 103 |
| AHR activator | 16 | 1 | 9 | 1 | 5 | 46 | -1 | -1 |
| AGP1 TOR yeast | 101 | 96 | 100 | 94 | 103 | 89 | 97 | 76 |
| MEP2 TOR yeast | 97 | 106 | 94 | 93 | 108 | 97 | 91 | 100 |
| CIT2 TOR yeast | 96 | 98 | 98 | 98 | 106 | 83 | 80 | 85 |
| LAP4 TOR yeast | 99 | 92 | 102 | 99 | 98 | 98 | 99 | 136 |
| proCasp3 act | -3 | 4 | 3 | -1 | -1 | 2 | 2 | -11 |

25	COc1ccc(OC)c(S(=O)(=O)N2CCCC(C(=O)N3CCCCCC3)C2)c1 (configuration not stated)
26	O=C(/C=C/c1ccco1)N1CCCC(c2ccccc2)C1 (configuration not stated)
27	CC(/C=C1\SC(=S)N(CCCC(=O)Nc2ccc(C(=O)O)cc2)C1=O)=C\c1ccccc1
28	CC(=O)COc1ccc2cc(-c3ccccc3)c(=O)oc2c1
29	O=C1c2cccnc2C(=O)N1Cc1ccc(S(=O)(=O)NCc2ccco2)cc1
30	Cc1ccoc1C(=O)Nc1ccc(CC(=O)O)cc1
31	CCc1ccccc1-n1ncc(C(=O)Nc2ccccc2OC)c1C
32	Cc1cc(C)nc(Sc2nc(C)nc3c2oc2ccccc23)n1

| entry no. | 25 | 26 | 27 | 28 | 29 | 30 | 31 | 32 |
| --- | --- | --- | --- | --- | --- | --- | --- | --- |
| proCasp7 act | 0 | -3 | -11 | 8 | 0 | -3 | 5 | -2 |
| RPL19A-GFP yeast | 113 | 102 | 98 | 101 | 95 | 121 | 105 | 93 |
| AHR activator | 1 | -4 | -4 | -1 | 1 | -12 | -3 | 28 |
| AGP1 TOR yeast | 105 | 97 | 100 | 90 | 90 | 120 | 92 | 91 |
| MEP2 TOR yeast | 112 | 103 | 111 | 96 | 93 | 107 | 107 | 89 |
| CIT2 TOR yeast | 116 | 102 | 107 | 91 | 95 | 98 | 93 | 80 |
| LAP4 TOR yeast | 86 | 99 | 108 | 104 | 86 | 108 | 96 | 112 |
| proCasp3 act | 0 | -5 | -7 | 7 | 3 | 5 | 2 | -5 |

33	CCn1c(=O)n(CC)c2cc(N3CCCC3)c(NC(=O)c3cccc(Cl)c3)cc21
34	CCOC(=O)c1ccc(NC(=O)COC(=O)c2cccc(Oc3ccccc3)c2)cc1
35	CC(=O)OC(C)=O
36	Cc1cccc(C(=O)NNC(=O)c2cccc(C)c2)c1
37	O=C(O)COc1ccc(NC(=O)c2ccc3c(c2)C(=O)N(Cc2ccccc2)C3=O)cc1
38	COc1cc2c3nnc(-c4ccccc4)c-3cn(Cc3ccc(F)cc3)c2cc1OC
39	CC(C)NC(=O)CSc1ccccc1C(=O)NCc1ccc2c(c1)OCO2
40	Cc1ccc(-c2nc3ccccn3c2C=O)cc1

| entry no. | 33 | 34 | 35 | 36 | 37 | 38 | 39 | 40 |
| --- | --- | --- | --- | --- | --- | --- | --- | --- |
| proCasp7 act | 2 | -1 | 8 | 4 | 1 | -18 | -2 | 7 |
| RPL19A-GFP yeast | 110 | 93 | 104 | 99 | 110 | 106 | 106 | 93 |
| AHR activator | 5 | 1 | 0 | 2 | 0 | 2 | 1 | 10 |
| AGP1 TOR yeast | 92 | 108 | 109 | 91 | 95 | 103 | 109 | 94 |
| MEP2 TOR yeast | 106 | 109 | 103 | 103 | 101 | 108 | 123 | 89 |
| CIT2 TOR yeast | 83 | 96 | 91 | 99 | 101 | 104 | 110 | 87 |
| LAP4 TOR yeast | 113 | 125 | 122 | 95 | 86 | 91 | 97 | 92 |
| proCasp3 act | 0 | 3 | 7 | 6 | 3 | -17 | -1 | 2 |

41	Cn1c(CC(=O)NN)c(Sc2ccccc2)c2ccccc21
42	O=[N+]([O-])c1cccc(NC(=S)Nc2nc(-c3ccccc3Cl)cs2)c1
43	Cc1ccc(CN2CCN(/N=C/c3ccc(C(F)(F)F)cc3)CC2)c(C)c1
44	O=C(Nc1ccccc1N1CCCCC1)c1ccco1
45	O=C(O)CCCC(=O)N1CCN(c2nc(-c3ccccc3)c3ccccc3n2)CC1
46	CC(=O)O[C@H]1C(=O)[C@@]2(C)[C@H]([C@H](OC(=O)c3ccccc3)[C@]3(O)C[C@H](OC(=O)[C@H](O)[C@@H](NC(=O)c4ccccc4)c4ccccc4)C(C)=C1C3(C)C)[C@]1(OC(C)=O)CO[C@@H]1C[C@@H]2O
47	Cc1cc(C(=O)Nc2nnc(C(F)(F)F)s2)cs1
48	O=C(/N=C1\NC(=O)C(F)(C(F)(F)F)S1)NC1CCCCC1 (configuration not stated)

| entry no. | 41 | 42 | 43 | 44 | 45 | 46 | 47 | 48 |
| --- | --- | --- | --- | --- | --- | --- | --- | --- |
| proCasp7 act | -5 | -6 | 4 | 7 | 1 | 1 | 0 | -17 |
| RPL19A-GFP yeast | 83 | 92 | 101 | 97 | 103 | 98 | 102 | 100 |
| AHR activator | 0 | 87* | 2 | 0 | 1 | 0 | 34 | 0 |
| AGP1 TOR yeast | 91 | 102 | 93 | 102 | 102 | 90 | 96 | 101 |
| MEP2 TOR yeast | 88 | 86 | 101 | 101 | 97 | 93 | 104 | 103 |
| CIT2 TOR yeast | 78 | 108 | 95 | 98 | 101 | 87 | 108 | 102 |
| LAP4 TOR yeast | / | 101 | 102 | 101 | 105 | 114 | 109 | 107 |
| proCasp3 act | 0 | -5 | -1 | -1 | 6 | 7 | -7 | -11 |

49	COC(=O)/C(C#N)=C/c1c[nH]c2ccccc12
50	NCCCn1cnc2ccccc21
51	Cc1ccc(CNC(=O)CNS(=O)(=O)c2ccc3nc(C)sc3c2)cc1
52	CSc1nc(-c2ccco2)nn1S(C)(=O)=O
53	O=C(Cn1cnc2c(cnn2-c2ccc(F)cc2)c1=O)N1CCCc2ccccc21

| entry no. | 49 | 50 | 51 | 52 | 53 |
| --- | --- | --- | --- | --- | --- |
| proCasp7 act | -4 | 10 | 0 | -4 | 3 |
| RPL19A-GFP yeast | 92 | 106 | 95 | 101 | 77 |
| AHR activator | 18 | 6 | 2 | 4 | 1 |
| AGP1 TOR yeast | 77 | 90 | 92 | 99 | 24 |
| MEP2 TOR yeast | 98 | 99 | 90 | 94 | 168 |
| CIT2 TOR yeast | 85 | 96 | 94 | 92 | 106 |
| LAP4 TOR yeast | 118 | 104 | 93 | 85 | 98 |
| proCasp3 act | -7 | 1 | -4 | -5 | 5 |
